Bioassay records as filed in PubChem BioAssay.
TEAD-YAP inh – TEAD-YAP interaction inhibition | hit rate 1.4% among 640,000 | inhibition, % at 9.12 µM | HEK-TIYL cells, TEAD-Gal4/YAP UAS-luciferase luminescence; in the data active = inhibition above about 32%;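 also: 0% = median of test compound wells and 100% = reference inhibitor wells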
FBW7 act – activators of human E3 ligase FBW7; AlphaScreen FBW7–phospho-cyclin E peptide binding, activator screen; hit rate 0.13% among 650,000; AID 1259310; normalized activity (activation), % at 26.1 µM; in the data active = normalized activity above about 1.9%;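 also: purified mutant Fbw7 with reduced substrate affinity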
GPR151 ag – human GPR151 activation; Q8TDV0; PathHunter beta-arrestin GPR151 cells, luminescence; activation, % at 11.2 µM; hit rate 1% among 650,000; in the data active = activation above about 4.9%;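 also: 0% = median of compound wells and 100% = cells with positive control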
Target sequence (Q8TDV0 whole entry, looked up): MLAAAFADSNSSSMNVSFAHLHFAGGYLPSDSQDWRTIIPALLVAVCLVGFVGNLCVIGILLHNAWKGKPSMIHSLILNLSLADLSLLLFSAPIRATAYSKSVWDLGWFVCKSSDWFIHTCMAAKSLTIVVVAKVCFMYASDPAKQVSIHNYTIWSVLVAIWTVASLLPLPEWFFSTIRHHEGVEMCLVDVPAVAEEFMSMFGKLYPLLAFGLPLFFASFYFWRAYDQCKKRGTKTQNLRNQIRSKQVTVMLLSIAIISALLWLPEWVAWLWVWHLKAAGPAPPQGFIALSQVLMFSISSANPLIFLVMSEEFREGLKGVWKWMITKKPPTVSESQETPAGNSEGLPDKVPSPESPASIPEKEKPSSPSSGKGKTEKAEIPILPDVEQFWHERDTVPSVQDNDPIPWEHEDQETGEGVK
MITF inh – inhibitors of human MITF. O75030. AlphaScreen MITF homodimerization, bead proximity signal. inhibition, % at 2.6 µM. hit rate 0.91% among 650,000; in the data active = inhibition above about 50%;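 also: 0% = vehicle wells with protein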
Target sequence (O75030 whole entry, looked up): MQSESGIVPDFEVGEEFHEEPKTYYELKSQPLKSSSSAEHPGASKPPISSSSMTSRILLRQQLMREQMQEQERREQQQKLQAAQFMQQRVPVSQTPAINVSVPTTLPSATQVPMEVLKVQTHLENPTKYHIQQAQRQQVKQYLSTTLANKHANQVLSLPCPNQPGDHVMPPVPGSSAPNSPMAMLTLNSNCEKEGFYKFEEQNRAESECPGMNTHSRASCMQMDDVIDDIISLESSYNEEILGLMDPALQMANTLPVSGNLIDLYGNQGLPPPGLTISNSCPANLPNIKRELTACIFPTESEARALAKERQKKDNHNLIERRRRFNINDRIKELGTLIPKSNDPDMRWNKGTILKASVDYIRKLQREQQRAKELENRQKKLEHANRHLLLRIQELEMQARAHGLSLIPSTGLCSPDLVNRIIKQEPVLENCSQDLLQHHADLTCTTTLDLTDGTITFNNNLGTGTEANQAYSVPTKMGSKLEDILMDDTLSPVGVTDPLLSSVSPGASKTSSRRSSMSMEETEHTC
* hit, by the source's call; & = joins results of further samples. Compounds as they come; about 3.4% have a hit in one of these screens.

Fields – TEAD-YAP inh	FBW7 act	GPR151 ag	MITF inh
1	C=CCn1c(C)[n+](CC)c2ccc(C(=O)OCC)cc21
    4	0.2	0.1	-5
2	C=CCc1cccc(Cl)c1OCCOCCN1CCOCC1
    8	-0.1	0.8	12
3	CCCNC(=O)Cn1cnc2sc(C(=O)N3CCN(C)CC3)c(C)c2c1=O
    7	0.5	-1.0	-13
4	COc1cccc(CNC(=O)CCC2CCCN(C(=O)Cn3nc4ccccc4n3)C2)c1 (configuration not stated)
    -7	0.4	0.9	-10
5	O=C(CNc1ccncc1)c1c[nH]c2ccccc12
    83*	-0.2	1.5	-12
6	Cn1cc(C(=O)N2CCOCC2)c(=O)c2cc(S(=O)(=O)N3CCCC3)ccc21
    -41	-0.3	0.1	7
7	COc1ccccc1OCC(=O)N1CCC(COCc2ccccc2)CC1
    13	0.7	1.9	9
8	Cn1cc(CCC(=O)NCc2ccc3c(c2)OCO3)c2ccccc21
    -8	0.6	0.1	22
9	Cc1nn(C)c(C)c1-c1cccc(C(=O)NC2CC2)n1
    -6	0.1	0.0	15
10	CCOC(=O)c1cn(CC)c2cc(N3CCSCC3)c(F)cc2c1=O
    9	-0.1	-0.7	-1
11	C=C(C)C1CCC2(C)OC(=O)N(Cc3ccccc3)C12C (configuration not stated)
    12	0.1	0.7	11
12	Fc1cc2ncn(Cc3ccccc3)c2cc1F
    3	0.0	-1.0	-2
13	CCC(CC)C(=O)NNC(=O)c1cccs1
    -1	-0.3	2.3	0
14	Cc1nc(N2CCC(N(C)CC(O)c3ccccc3)CC2)nc2cc3c(cc12)CCC3 (configuration not stated)
    0	0.1	-0.7	10
15	CC(=O)c1ccc(C(=O)Nc2ccc3nc(C)sc3c2)cc1
    -7	-0.1	0.0	-1
16	OCCN(CCO)c1ncnc2c1sc1nc(N3CCOCC3)c3c(c12)CCCC3
    -4	-0.2	2.1	9
17	CCc1ccc(C(=O)Nc2nc3ccc(OC)cc3s2)cc1
    -44	-0.1	-0.6	2
18	COC(=O)C1=CN(C23CC4CC(CC(C4)C2)C3)C=C(C(=O)OC)C1c1ccccc1Cl
    -21	0.3	-0.1	15
19	O=C(Nc1ccc(F)cc1F)C1CCN(C(=O)c2ccc(Cl)cc2)CC1
    14	0.1	-0.8	20
20	COc1ccc(C(C)=O)c(OC(=O)c2ccc(S(=O)(=O)C(F)F)cc2)c1
    -4	0.0	0.1	2

Compound profiles, from the list above. Order of values: TEAD-YAP inh	FBW7 act	GPR151 ag	MITF inh
O=C(CNc1ccncc1)c1c[nH]c2ccccc12 is entered as 83*	-0.2	1.5	-12
COc1ccc(C(C)=O)c(OC(=O)c2ccc(S(=O)(=O)C(F)F)cc2)c1 is entered as -4	0.0	0.1	2

Remaining list, next part.
Fields – TEAD-YAP inh	FBW7 act	GPR151 ag	MITF inh
21	CC(C)CCn1cnc2c(sc3nc4c(cc32)COC(C)(C)C4)c1=O
    -71	0.0	1.5	1
22	Cc1ccc(C(=O)NCCNc2ccc(Cl)cc2[N+](=O)[O-])cc1
    4	-0.6	-1.2	6
23	Cc1ccc2nc(C3CCN(CC(=O)Nc4ccccc4[N+](=O)[O-])CC3)[nH]c2c1
    -7	-0.2	0.4	6
24	CC(=O)Oc1ccc2cc(-c3nc(-c4cccs4)cs3)c(=O)oc2c1
    0	0.1	-10.0	-10
25	COC(=O)c1ccc2c(c1)N(Cc1nc(-c3ccccc3C)oc1C)C(=O)C1CCCN21 (configuration not stated)
    -4	-0.2	1.4	1
26	Cc1c(C(=O)Nc2ccc(F)c(Cl)c2)cccc1[N+](=O)[O-]
    -6	0.3	2.4	16
27	COC(=O)CN(n1cnnc1)S(=O)(=O)c1ccccc1Cl
    1	-0.2	-0.6	12
28	O=C1[C@@H]2C[C@@H](O)CN2C(=O)[C@H]2CN(CCc3ccccc3)CCN12
    -3	0.0	-0.2	16
29	O=C1CC(N2CCN(c3ccccc3)CC2)C(=O)N1c1ccccc1 (configuration not stated)
    -2	-0.1	-1.4	4
30	O=C(NC1CC1)C1CCN(C(=O)Nc2ccccc2)CC1
    -55	0.2	-0.7	-1
31	Cc1ccc(C(=O)Nc2ccc(C(F)(F)F)oc2=O)cc1C
    1	0.1	-0.7	6
32	Cc1ccnc(N2CCC(C(=O)NC3CC3)CC2)n1
    -2	0.1	0.0	1
33	CC(C)(C)NC(=O)N1CCCC1C(=O)O (configuration not stated)
    -8	0.0	4.3	-1
34	Cc1[nH]c2nc3c(c(=O)n(C)c(=O)n3C)n2c1C
    8	0.0	-0.9	-9
35	O=C(Nc1c2c(nn1-c1ccc(Cl)cc1)CS(=O)(=O)C2)c1ccc(Cl)c([N+](=O)[O-])c1
    4	-0.1	1.9	3
36	O=C(O)CCCNC(=S)Nc1ccccc1
    2&-11	0.2&0.2	-0.4&0.3	9&0
37	O=C(N/N=C\c1cccc([N+](=O)[O-])c1O)C1COc2cc3ccccc3cc2O1 (configuration not stated)
    2	-0.1	-0.8	-8
38	O=C(NCc1ccc2c(c1)OCO2)c1c(O)c2ccccc2[nH]c1=O
    0	-0.1	-0.5	11
39	N#CCc1c(C#N)c(N)nc(N2CCCC(CO)C2)c1C#N (configuration not stated)
    4	0.0	0.7	7
40	Cc1ccn2c(CN(C)CCCCN3CCOCC3)c(C(=O)N3CCCCCC3)nc2c1
    7	0.2	0.7	9

Further structures follow.
Fields – TEAD-YAP inh	FBW7 act	GPR151 ag	MITF inh
41	COCCOC(=O)C1=C(C)NC(=O)NC1c1ccc(F)cc1F (configuration not stated)
    -9	0.0	-0.7	-3
42	O=Cc1ccc(-c2cc([N+](=O)[O-])ccc2Cl)o1
    1	0.2	-0.3	9
43	CC[N+](C)(C)Cc1ccccc1Br
    -8	-0.1&0.0	-1.0&-0.8	-9&-4
44	CN(C)CCN(Cc1ccccc1)c1ccccn1
    3&7	-0.2&0.2&0.0	-1.1&-1.3&-0.9	-6&-2&26
45	COc1ccc2c(c1)C(c1ccccc1)(C(C)C)C(=O)N2 (configuration not stated)
    8	-0.1	0.0	12
46	CN(CC(=O)NCc1cccc(F)c1)C(=O)c1ccco1
    -3	-0.1	0.9	-2
47	CC(C)CC1NC(=O)N(CC(=O)Nc2ccc(OCc3ccccc3)cc2)C1=O (configuration not stated)
    -6	0.1	0.9	2
48	CSc1nc(C(=O)N2CCc3nnc(CNC(=O)c4cccc(F)c4)n3CC2)cs1
    3	0.0	5.2*	9
49	O=S(=O)(Nc1ccc(F)c(F)c1)c1cccc2nsnc12
    8	-0.1	2.2	5
50	COc1ccc(-c2cc(C(=O)NCCN3CCOCC3)ccn2)cn1
    6	0.1	-1.4	-6
51	O=C(OC[C@@H]1CCCN2CCCC[C@H]12)c1cc2ccccc2oc1=O
    -5	0.1	-0.9	-21
52	Cc1ccc(/C=C(\C#N)C(=O)Nc2ccccc2O)o1
    -51	0.0	-1.2	7
53	COc1ccc(/C=C2\C(=O)N(c3nc(-c4ccc(Br)cc4)cs3)N=C2c2ccccc2)cc1
    -2	-0.1	0.4	-1
54	CCOCCCNC(=O)C1Cc2ccccc2CN1S(C)(=O)=O (configuration not stated)
    -4	0.3	-0.5	33
55	CN1C(=O)SC(Nc2ccc(C(=O)O)cc2)C1=O (configuration not stated)
    3	-0.1	0.8	-1
56	O=C(NC(=S)NCc1cccnc1)c1ccc(-c2cccc([N+](=O)[O-])c2)o1
    22	0.5	-2.3	26
57	COc1ccc(C(=O)Nc2cccc(NC(=O)c3cccc(Cl)c3)c2)cc1Br
    -3	0.3	1.1	18
58	COc1ccc2nc(CCN(C)C(=O)CCC3(Cc4cccs4)CCC(=O)N3)[nH]c2c1 (configuration not stated)
    3	0.1	1.2	-2
59	Cc1ccc(Cl)cc1NC(=O)c1ccc(N(C)S(=O)(=O)c2ccccc2)cc1
    7	0.0	-0.3	3
60	CCNC(=O)CNC(=O)CNS(=O)(=O)c1ccc(C)cc1
    3	-0.1	1.6	4

Looked up one by one from above (three):
Fields – TEAD-YAP inh	FBW7 act	GPR151 ag	MITF inh
45	COc1ccc2c(c1)C(c1ccccc1)(C(C)C)C(=O)N2 (configuration not stated)
    8	-0.1	0.0	12
47	CC(C)CC1NC(=O)N(CC(=O)Nc2ccc(OCc3ccccc3)cc2)C1=O (configuration not stated)
    -6	0.1	0.9	2
51	O=C(OC[C@@H]1CCCN2CCCC[C@H]12)c1cc2ccccc2oc1=O
    -5	0.1	-0.9	-21

Further compounds follow.
Fields – TEAD-YAP inh	FBW7 act	GPR151 ag	MITF inh
61	CCOc1ccc(C(=O)Nc2ccc(-c3cc4ccccc4oc3=O)cc2)cc1Br
    0	1.1	-0.4	20
62	CCC(=O)Nc1sc2c(c1C(=O)Nc1ccc(OC)cc1)CCCC2
    0	-0.1	-1.5	0
63	O=C(Nc1nc(-c2ccc(F)c(F)c2)cs1)c1cccc(F)c1F
    -5	0.0	-0.1	0
64	CCOC(=O)c1sc(NC(=O)c2ccc(Br)cc2F)nc1C
    -38	0.8	-2.7	1
65	O=C(CCC1CCCCC1)Nc1c2c(nn1-c1ccc(F)cc1)CSC2
    -1	-0.1	1.1	9
66	Cc1ccc(NC(=O)Cn2c(-c3nonc3N)nc3ccccc32)cc1F
    21	0.3	0.1	6
67	O=c1cc(Nc2ccc3c(c2)OCO3)[nH]c(=O)n1-c1ccc(Cl)cc1
    25	0.1	0.0	6
68	NC1=NC(c2ccco2)n2c(nc3ccccc32)N1 (configuration not stated)
    -1	-0.1	2.1	3
69	COCCCNC(=O)c1c(O)nc2c(C)cccn2c1=O
    -5	0.6	1.6	10
70	CCOCCn1c(SCc2ccc(Cl)cc2)nc2c1c(=O)[nH]c(=O)n2C
    8	0.4	-0.9	3
71	O=S(=O)(c1ccc(F)cc1)N(Cc1ccccc1)c1ccccn1
    3	0.2	1.9	9
72	CN(C)Cc1ccc2c3c1c1c(n3CC(=O)N2C)CCCC1
    14	0.2	0.1	29
73	CCc1nnc(NC(=O)C(CC)c2ccccc2)s1 (configuration not stated)
    -3	0.0	-0.8	6
74	NC(=O)c1c(NC(=O)c2ccc(Cl)cc2)sc2c1CCCC2
    -76	0.0	2.4	-2
75	CCOc1ccc(NC(=O)CSc2nc3ccsc3c(=O)n2-c2ccccc2)cc1
    0	0.2	-1.0	2
76	Cc1ccccc1NC(=O)/C=C/c1cccc([N+](=O)[O-])c1
    -22	-0.1	-0.3	-2
77	CCC[C@@H]1NC(=O)[C@@H]2C[C@H](NC(=O)c3ccc(C)cc3)CN2C1=O
    3	-0.1	-0.4	-5
78	Cn1c(=O)c(=O)n(C)c2cc(S(=O)(=O)CCC(=O)NCc3ccccc3)ccc21
    -10	1.1	6.1*	-18
79	CCOC(=O)c1cc(NC(=O)N(C(C)C)C(C)C)c(C)nc1C
    0	0.0	-0.3	13
80	COc1cc(OC)c(OC)cc1/C=C1\N=C(c2ccccc2Cl)OC1=O
    -6	0.0	-0.1	8

The list goes on.
Fields – TEAD-YAP inh	FBW7 act	GPR151 ag	MITF inh
81	COc1ccc(/C=C2\NC(=O)C(C=NCc3ccccc3)=C2O)cc1
    2	-0.1	1.3	2
82	O=C(O)CCCNCc1ccccc1F
    0	0.0	-1.2	5
83	O=[N+]([O-])c1cc(Br)cc(/C=N/Nc2nc3ccccc3[nH]2)c1O
    -7	0.0	1.4	2
84	O=S(=O)(NCc1ccco1)c1c(Cl)cccc1Cl
    1	0.3	-0.9	10
85	O=C(NCC(c1cccs1)S(=O)(=O)c1cccs1)c1ccc(F)c(F)c1 (configuration not stated)
    0	0.2	-0.7	14
86	CC1=C(C(=O)Nc2cccc(Cl)c2C)C(c2ccc(F)cc2)NC(=S)N1 (configuration not stated)
    -8	0.0	0.4	17
87	CSc1nnc(C2CCN(CC(=O)NCc3ccc(C)cc3)CC2)n1C
    -1	0.0	0.2	-23
88	CCCCCc1nnc(NC(=O)c2ccc(NC(N)=O)cc2)s1
    2	-0.1	-0.8	2
89	C=CCNC(=O)Nc1cc(OC)cc2cccnc12
    16	-0.6	0.0	10
90	Cc1ccc(N2C(=O)c3cccnc3C2Nc2ccccc2)cc1 (configuration not stated)
    3	-0.2	0.4	9
91	COc1cccc(C2(O)CCN(C(=O)Cc3ccc(OC)c(OC)c3)CC2)c1
    -20	-0.1	0.1	-2
92	COc1ccc(N2C(=O)/C(=C\c3cccn3C)C(=O)NC2=S)cc1
    9	0.2	-1.1	12
93	CCOC(=O)C1=C(C)N(CCO)C(=O)NC1c1ccccc1O (configuration not stated)
    3	-0.1	1.5	-7
94	O=C(Nc1ccc(F)cc1)c1cc(S(=O)(=O)N2CCCCC2)ccc1F
    -4	-0.3	-0.1	-1
95	CCOc1cc(C2NC(=O)NC(C)=C2C(=O)OCCOC(C)C)ccc1O (configuration not stated)
    -14	0.1	-1.5	-13
96	CC(=O)OC(OC(C)=O)c1cn(C(C)=O)c2nccnc12
    4	-0.2	1.3	-9

Quoted from the listing:
cpd 94 | GPR151 ag = -0.1
cpd 89 | GPR151 ag = 0.0
cpd 83 | GPR151 ag = 1.4
cpd 81 | FBW7 act = -0.1
